RGS4-Gao reg = modulates binding of RGS4 to human Galphao; Multiplexed bead flow cytometry; actives lie on both sides; binding response (% of control), % at 10 µM; 0.33% of 220,000 active; AID 1415; in the data active = binding response below about 49% or above about 150%; inactive = in between;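 note: fluorescent Galphao activated with aluminum fluoride binding bead-coupled RGS4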
Bim-Mcl-1 = disrupts Bim peptide binding to human Mcl-1. Q07820. Bead-based flow cytometry, Bim peptide-Mcl-1 binding. inhibition, % at 10 µM. 0.1% of 190,000 active. AID 1009;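 note: 0% = no compound tracer wells and 100% = peptide blocker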
Target sequence (Q07820 whole entry, looked up): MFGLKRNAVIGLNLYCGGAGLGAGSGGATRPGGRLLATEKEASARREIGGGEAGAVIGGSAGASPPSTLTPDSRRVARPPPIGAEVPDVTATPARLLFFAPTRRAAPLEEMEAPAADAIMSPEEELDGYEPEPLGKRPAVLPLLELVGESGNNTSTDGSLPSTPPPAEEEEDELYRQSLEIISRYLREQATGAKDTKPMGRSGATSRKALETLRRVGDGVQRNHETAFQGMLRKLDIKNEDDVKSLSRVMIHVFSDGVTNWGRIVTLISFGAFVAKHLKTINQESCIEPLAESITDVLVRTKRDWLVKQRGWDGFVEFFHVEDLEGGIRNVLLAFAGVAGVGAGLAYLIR
RGS8-Gao = human RGS8-Galphao interaction regulation | P09471 | multiplexed bead flow cytometry, RGS8-Galphao binding; actives lie on both sides | response (percent of control binding), % at 10 µM | 0.34% of 220,000 active; in the data active = response below about 60% or above about 140%; inactive = in between;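 note: Galphao activated as the GDP aluminium fluoride complex binding bead-coupled RGS8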
GSH fluor = compound fluoresces at 488/530 nm on GSH beads; 0.25% of 190,000 active; fluorescence (KMESF) at 10 µM; GSH beads flow cytometry, compound fluorescence 488/530 nm; stronger effect = higher value; AID 1776; in the data active = fluorescence above about 89;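 note: glutathione beads carrying GST-tagged Bcl family fusion proteins plus one bare bead set; values are compound well signal with DMSO vehicle wells as background; inactives centre near 16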
Bim-Bcl-XL = inhibitors of Bim-Bcl-XL interaction, human; Q07817; Bim peptide-Bcl-XL binding, bead flow cytometry, fluorescence; inhibition, % at 10 µM; 0.04% of 190,000 active; AID 1007
Target sequence (Q07817 whole entry, looked up): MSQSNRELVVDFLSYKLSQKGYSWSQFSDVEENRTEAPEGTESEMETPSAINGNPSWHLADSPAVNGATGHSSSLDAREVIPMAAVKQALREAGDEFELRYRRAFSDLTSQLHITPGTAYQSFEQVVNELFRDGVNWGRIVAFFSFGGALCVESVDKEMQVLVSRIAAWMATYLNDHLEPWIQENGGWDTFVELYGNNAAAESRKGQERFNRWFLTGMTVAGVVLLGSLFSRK
Bim-Bfl-1 = inhibitors of Bim-Bfl-1 interaction, human | inhibition, % at 10 µM | AID 1008 | Bead-based flow cytometry, Bim-Bfl-1 binding inhibition | 0.12% of 190,000 active;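 note: 0% = wells without compound plus tracer and 100% = blocker peptide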
RGS7-Gao reg = modulates binding of RGS7 to human Galphao | P09471 | Multiplexed bead flow cytometry; actives lie on both sides | binding response (% of control), % at 10 µM | 0.35% of 220,000 active; in the data active = binding response below about 49% or above about 150%; inconclusive = no clear call, values can overlap the other calls; inactive = in between;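 note: fluorescent Galphao held in activated GDP-AlF4 state binding bead-coupled RGS7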
Bim-Bcl-W = inhibitors of Bim-Bcl-W interaction, human. bead-based flow cytometry, Bim peptide-Bcl-W binding. inhibition, % at 10 µM. AID 952. Q92843. 0.02% of 190,000 active;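 note: 0% = bound tracer without compound and 100% = peptide blocker; higher means less fluorescent Bim peptide bound to Bcl-W beads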
Target sequence (Q92843 whole entry, looked up): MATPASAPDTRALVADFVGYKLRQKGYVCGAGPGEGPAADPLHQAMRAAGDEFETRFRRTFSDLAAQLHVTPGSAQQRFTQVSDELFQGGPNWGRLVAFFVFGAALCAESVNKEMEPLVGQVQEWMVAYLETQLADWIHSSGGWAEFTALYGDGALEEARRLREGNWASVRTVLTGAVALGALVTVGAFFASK
Mcl1-Bid inh = Mcl-1/Bid interaction inhibition; Q07820; TR-FRET Mcl-1/Bid-Dy647 peptide binding, 1536-well; inhibition, % at 21.7 µM; 0.97% of 220,000 active; AID 1021;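 active = compounds that cut the binding signal by more than half at the single screening dose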;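 note: His-tagged Mcl-1 with europium anti-His antibody binding Bid BH3 peptide; 0% = Mcl-1 plus peptide wells and 100% = peptide-only wells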
Bim-Bcl-2 = inhibitors of Bim-Bcl-2 interaction, human; inhibition, % at 10 µM; 0.06% of 190,000 active; Bead-based flow cytometry, Bim peptide-Bcl-2 binding; in the data active = inhibition above about 40%; inconclusive = no clear call, values can overlap the other calls;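 note: 0% = no compound wells with probe peptide and 100% = reference peptide inhibitor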
Target sequence (P10415 whole entry, looked up): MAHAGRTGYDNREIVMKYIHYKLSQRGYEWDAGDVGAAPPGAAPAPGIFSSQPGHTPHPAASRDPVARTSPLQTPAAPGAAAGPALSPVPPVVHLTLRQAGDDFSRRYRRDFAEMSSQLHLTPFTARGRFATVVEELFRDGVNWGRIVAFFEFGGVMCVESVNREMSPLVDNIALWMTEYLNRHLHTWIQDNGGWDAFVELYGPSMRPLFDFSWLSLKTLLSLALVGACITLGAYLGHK
Bcl-B Bim block = inhibitors of Bim-Bcl-B interaction, human; bead-based flow cytometry, Bim peptide-Bcl-B binding; 0.073% of 190,000 active; Q9HD36; inhibition, % at 10 µM; AID 951;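 note: 0% = tracer peptide without compound and 100% = reference inhibitor peptide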
* hit, by the source's call; u = inconclusive; x = no result given. Cut-off read from the data, not from the text of the source, unless noted: active = inhibition above about 40%.

SMILES	RGS4-Gao reg	Bim-Mcl-1	RGS8-Gao	GSH fluor	Bim-Bcl-XL	Bim-Bfl-1	RGS7-Gao reg	Bim-Bcl-W	Mcl1-Bid inh	Bim-Bcl-2	Bcl-B Bim block
O=C(Nc1ccon1)c1cnc2sccn2c1=O	95.1	-3.0	97.7	40	-3.0	-4.0	99.9	-3.0	x	-2.0	-5.0
COc1ccc(-c2csc3nc(C)n(-n4cccc4)c(=O)c23)cc1OC	104.9	0.0	107.2	30	0.0	-7.0	107.6	-3.0	-7.6	-6.0	-6.0
O=C(CSCc1ccc(Cl)cc1)NN=C1CCCCCC1	102.6	10.0	102.8	7	16.0	18.0	100.0	8.0	2.9	17.0	9.0
COc1ccc(CNC(=O)C23CN(Cc4ccccc4)CC2C(c2ccc([N+](=O)[O-])cc2)=NO3)cc1 (stereo not drawn)	96.2	-1.0	96.8	25	-2.0	-10.0	93.1	0.0	-5.9	-4.0	-2.0
Cc1cc(C(=O)NCc2ccc3c(c2)OCO3)n(-c2ccccc2)n1	108.0	1.0	107.8	24	-5.0	-10.0	103.1	0.0	-14.1	-6.0	-7.0
O=C(CCc1nc2ccccc2[nH]c1=O)OCC(=O)c1cccc2ccccc12	92.7	-3.0	89.5	29	4.0	0.0	93.0	-2.0	0.2	2.0	-1.0
COc1ccc2c(c1)c(=O)oc1cc(OCC(=O)N3CCC(C)CC3)ccc12	97.9	0.0	101.9	9	0.0	-1.0	93.7	2.0	2.5	-3.0	2.0
O=C1COc2ccc(C(=O)CSc3nc4ccccc4c(=O)n3-c3ccc(Cl)c(Cl)c3)cc2N1	102.2	-1.0	102.3	10	-4.0	0.0	100.7	0.0	35.7	-1.0	-5.0
Cn1nccc1CNC(=O)c1ccnn1C	100.7	-4.0	101.4	9	-5.0	-3.0	99.0	-5.0	-25.2	-6.0	-4.0
CNc1nc(-c2ccc(Cl)cc2)cs1	99.8	0.0	98.0	9	-2.0	1.0	101.1	-1.0	-12.6	3.0	-3.0
CCOc1ccc(-n2c(SCC(=O)Nc3cc(C)on3)nc3c([nH]c4ccccc43)c2=O)cc1	98.4	0.0	100.1	15	-6.0	-10.0	100.8	-3.0	-0.3	-3.0	-6.0
CO/N=C(/CNC(=O)c1cccc(Cl)c1)c1ccc(Cl)cc1	101.5	0.0	100.2	17	-3.0	-1.0	102.5	-1.0	6.4	-1.0	0.0
Cc1onc(C(=O)Nc2sc3c(c2C#N)CCCC3)c1[N+](=O)[O-]	100.5	-1.0	101.7	9	-6.0	9.0	102.1	0.0	-2.5	2.0	-21.0
CCCCC(=O)N1CCCC(c2nc(-c3cccc(OC)c3)no2)C1 (stereo not drawn)	104.5	0.0	103.7	15	-1.0	-2.0	105.7	-3.0	-0.7	4.0	-5.0
COc1cc(NS(=O)(=O)c2ccc(NC(=O)C34CC5CC(CC(C5)C3)C4)cc2)ncn1	95.5	-1.0	99.7	15	-5.0	-3.0	101.1	-1.0	5.7	-6.0	-1.0
COc1ccc(-c2cc(=O)oc3cc(OC(C)C(=O)O)ccc23)cc1 (stereo not drawn)	101.9	-3.0	101.3	27	-9.0	-21.0	101.1	-2.0	29.1	-11.0	-7.0
CCn1c(Cn2nnc(-c3ccccc3)n2)nnc1SCC(=O)Nc1ccc(N(C)C)cc1	97.4	-5.0	101.4	31	-5.0	-1.0	100.8	-3.0	3.3	0.0	-11.0
Cc1nn(C)c(C)c1S(=O)(=O)N(CC(=O)NCc1ccco1)c1ccc(C(C)C)cc1	99.8	4.0	100.0	15	6.0	2.0	99.5	6.0	-2.7	3.0	5.0
CC(C)COC(=O)n1ccc(C(=O)N2CCCCC2)n1	103.7	1.0	101.7	13	2.0	0.0	104.1	0.0	-8.8	-3.0	1.0
COc1ccc(/C=C/c2ccc(=O)n(Cc3ccccc3)n2)cc1	107.3	0.0	102.7	14	-1.0	-3.0	103.6	1.0	-1.1	-2.0	-5.0
CCOC(=O)c1sc2ccccc2c1OC(=O)c1ccc(C)cc1	101.1	-2.0	97.2	13	-8.0	-8.0	101.2	-5.0	-27.0	-5.0	-7.0
OCCNc1nc(Cl)nc(NCc2ccco2)n1	103.3	1.0	105.6	10	2.0	-3.0	101.8	-1.0	-37.2	0.0	0.0
O=C(CN1CCN(S(=O)(=O)c2ccc(Br)cc2)CC1)Nc1ccc(F)cc1	103.3	-5.0	103.3	26	-12.0	-21.0	99.8	-3.0	-41.9	-13.0	-9.0
COc1cccc(C(=O)OCC(=O)Nc2cc(C)c(C)cc2[N+](=O)[O-])c1	108.1	-12.0	102.0	14	-7.0	1.0	103.8	-5.0	-17.6	-1.0	-2.0
N=c1n(CCN2CCCCC2)c2ccccc2n1CC(O)c1cccc(Br)c1 (stereo not drawn)	105.7	-1.0	102.3	30	-4.0	-13.0	105.7	0.0	0.5	-9.0	-6.0
COc1ccc(/C=N/NC(=O)COc2cccc3cccnc23)cc1OC	102.2	-3.0	104.3	16	-2.0	-6.0	105.0	-2.0	-7.5	-6.0	-3.0
Cc1ncc([N+](=O)[O-])n1CC(=O)NC1CCCCCC1	103.7	-1.0	101.4	15	-2.0	-5.0	97.4	-1.0	-3.4	1.0	-2.0
O=C(Nc1ccc(N=Nc2ccccc2)cc1)c1cccc(Cl)c1	101.0	-2.0	101.8	35	-2.0	-16.0	97.8	0.0	-26.3	-7.0	-7.0
NC(=O)c1ccc(NC(=O)Cc2csc(-c3ccccc3)n2)cc1	99.8	0.0	99.5	10	0.0	-5.0	98.3	-3.0	0.1	1.0	-1.0
CCOC(=O)c1sc(=S)n(C)c1NC(=O)c1ccccc1	95.0	-16.0	81.8	9	-17.0	14.0	132.2	-3.0	10.3	-7.0	-46.0
Cc1ccc(CSc2nc3ccccc3c(=O)n2Cc2ccco2)cc1	97.9	1.0	99.6	13	-2.0	0.0	98.6	-1.0	-3.5	-8.0	-3.0
CC(=O)Nc1nc2ccc(C(=O)NC3CCCCC3)cc2s1	102.2	-1.0	102.0	20	-1.0	2.0	102.9	0.0	-7.7	-3.0	-8.0
CCc1nc(C)ccc1OC(=O)C12CC3CC(CC(C3)C1)C2	101.1	-9.0	98.7	11	-10.0	-8.0	100.2	-4.0	-18.7	-12.0	-12.0
CCN(CC)C(=O)Cn1cc(C(=O)C2CC2)c2ccccc21	98.9	-3.0	100.0	13	-2.0	-7.0	97.0	-2.0	-20.3	-5.0	-4.0
Cc1[nH]nc2c1C(=O)CCC2	97.5	-4.0	96.0	17	-1.0	0.0	98.5	1.0	12.5	-1.0	0.0
C1CCN(c2nc(N3CCCCC3)nc(N3CCNCC3)n2)CC1	94.0	0.0	102.4	14	-2.0	-2.0	98.5	0.0	-30.7	-3.0	0.0

Shown with values ahead of the structure: entries from further up
RGS4-Gao reg,Bim-Mcl-1,RGS8-Gao,GSH fluor,Bim-Bcl-XL,Bim-Bfl-1,RGS7-Gao reg,Bim-Bcl-W,Mcl1-Bid inh,Bim-Bcl-2,Bcl-B Bim block,smiles
101.0,-2.0,101.8,35,-2.0,-16.0,97.8,0.0,-26.3,-7.0,-7.0,O=C(Nc1ccc(N=Nc2ccccc2)cc1)c1cccc(Cl)c1
99.8,0.0,99.5,10,0.0,-5.0,98.3,-3.0,0.1,1.0,-1.0,NC(=O)c1ccc(NC(=O)Cc2csc(-c3ccccc3)n2)cc1
95.0,-16.0,81.8,9,-17.0,14.0,132.2,-3.0,10.3,-7.0,-46.0,CCOC(=O)c1sc(=S)n(C)c1NC(=O)c1ccccc1

Next entries
SMILES	RGS4-Gao reg	Bim-Mcl-1	RGS8-Gao	GSH fluor	Bim-Bcl-XL	Bim-Bfl-1	RGS7-Gao reg	Bim-Bcl-W	Mcl1-Bid inh	Bim-Bcl-2	Bcl-B Bim block
O=C(OCCOc1ccc(Br)cc1)c1ccc(Cl)nc1	107.8	0.0	106.3	17	-2.0	-4.0	106.4	-5.0	-2.5	-2.0	0.0
COc1ccc(NC(=O)CC2Nc3cc(C)c(C)cc3NC2=O)c([N+](=O)[O-])c1 (stereo not drawn)	98.9	-1.0	103.2	25	0.0	-5.0	105.9	0.0	-82.1	-1.0	-2.0
COC(=O)C1CCN(CC(=O)Nc2sc3c(c2C#N)CCC3)CC1	99.1	0.0	102.6	10	0.0	-2.0	97.7	-2.0	-41.1	-3.0	-1.0
COc1ccc(S(=O)(=O)NCCSC(C)(C)C)c(Cl)c1Cl	74.2	-3.0	87.6	15	-5.0	-12.0	99.6	0.0	-20.1	-16.0	-10.0
Cc1ccc(Nc2cc(C)nc(-c3ccccc3O)n2)cc1	105.4	0.0	102.4	24	-1.0	-4.0	99.0	1.0	2.6	-3.0	-1.0
Cc1cc(C(=O)NNC(=S)NCC(C)C)no1	97.1	1.0	97.1	55	-5.0	-8.0	92.7	0.0	-104.9	-5.0	-8.0
C1CSC2(N1)C1CC3CC2CC(C1)C31NCCS1 (stereo not drawn)	89.9	-1.0	99.6	27	-2.0	-2.0	94.2	-3.0	6.0	0.0	-4.0
COCC(C)NC(=O)c1ccc(Cl)c(Cl)c1 (stereo not drawn)	96.3	-1.0	97.4	21	-6.0	-15.0	97.8	0.0	-1.0	-6.0	-5.0
CSc1cc(C)c(OCC(=O)Nc2ccc(NC(C)=O)cc2)c(C)c1	92.2	0.0	95.3	25	-3.0	-4.0	90.4	-1.0	-46.1	-1.0	-3.0
CSC(=Nc1cccc(C)c1)NC#N	99.6	-3.0	96.1	11	-6.0	-3.0	101.4	-1.0	8.0	0.0	-5.0
O=C(CCn1c(=S)[nH]c2ccccc2c1=O)NCCSCc1ccccc1	102.8	-1.0	105.7	12	-4.0	-3.0	101.1	-2.0	-29.6	-3.0	-10.0
O=C(OCC(=O)N1CCCC1)c1ccc(S(=O)(=O)N2CCOCC2)cc1	99.5	0.0	102.1	14	-2.0	-8.0	u	-2.0	-27.5	-4.0	-4.0
COCC(=O)OCn1nnc2ccccc2c1=O	99.5	0.0	93.9	15	-3.0	0.0	95.3	2.0	-21.4	2.0	1.0
O=C(CNC(=O)c1cccc(F)c1)OCC(=O)N1CCCCC1	96.4	-1.0	99.3	9	-1.0	5.0	99.8	0.0	-44.0	5.0	4.0
COC(=O)CC1C(=O)NCCN1C(=O)Nc1ccc(Cl)cc1 (stereo not drawn)	104.5	-3.0	102.1	12	0.0	0.0	102.2	-3.0	-9.7	-2.0	-2.0
COc1ccc(-n2c(C)nc3cc(C(=O)NCc4ccco4)ccc32)cc1	101.2	3.0	98.3	16	-2.0	-9.0	97.4	0.0	-18.2	-2.0	-7.0
COc1ccc(NC(=O)c2ccc3c(c2)NC(=O)CO3)cc1OC	97.0	-1.0	97.8	11	-4.0	-3.0	91.6	-3.0	7.0	-6.0	-4.0
O=C(COC(=O)COc1ccc2ccccc2c1)NCC(F)(F)F	96.7	0.0	101.8	14	0.0	-3.0	91.3	0.0	-18.2	-2.0	-4.0
CS(=O)(=O)N1CCN(c2ccccc2[N+](=O)[O-])CC1	96.1	0.0	95.4	14	0.0	-4.0	u	0.0	-14.4	-2.0	0.0
Cc1ccc2nc(SCCC(=O)O)cc(C)c2c1	99.2	-2.0	101.2	17	-5.0	-11.0	98.1	0.0	-36.1	0.0	0.0
CC1CCN(CCc2nc3cc(NS(=O)(=O)c4ccccc4)ccc3n2C)CC1	96.7	-8.0	100.7	27	-11.0	-20.0	98.0	-8.0	-15.2	-16.0	-15.0
